EBI2 antag: blocks human EBI2 receptor beta-arrestin signaling | P32249 | EBI2 beta-arrestin recruitment, luminescence, 7a,25-OHC stimulated | inhibition, % at 5 µM | 360,000 tested, 0.81% active | AID 651636; in the data active = inhibition above about 38%;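 also: enzyme fragment complementation signal reports receptor beta-arrestin coupling in cells; 0% = agonist plus DMSO wells and 100% = wells without agonist; some results beyond the cut were filed as inactive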
Target sequence (P32249 whole entry, looked up, the tested form may be a part): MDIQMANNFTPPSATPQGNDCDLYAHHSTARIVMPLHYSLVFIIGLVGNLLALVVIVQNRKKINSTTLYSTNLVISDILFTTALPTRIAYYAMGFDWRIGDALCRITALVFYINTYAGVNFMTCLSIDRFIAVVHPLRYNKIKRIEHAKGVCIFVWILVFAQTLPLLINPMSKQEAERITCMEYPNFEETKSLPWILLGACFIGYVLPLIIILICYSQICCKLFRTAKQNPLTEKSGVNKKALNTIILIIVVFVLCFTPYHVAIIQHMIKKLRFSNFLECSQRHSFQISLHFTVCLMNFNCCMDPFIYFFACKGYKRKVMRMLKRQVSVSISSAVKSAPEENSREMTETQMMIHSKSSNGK
MPTP block: inhibitors of mitochondrial permeability transition pore | isolated mouse mitochondria, Ca2+ swelling absorbance, 30 min | inhibition, % at 10 µM | 360,000 tested, 1.4% active;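 active = inhibition of 50% or more, scaled per plate between neutral and stimulator controls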;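 also: 0% = DMSO wells given calcium and 100% = 1 mM EGTA wells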
APOBEC3G inh: APOBEC3G (human) deaminase inhibition; recombinant A3G, ssDNA deamination FAM/TAMRA fluorescence; inhibition, % at 20 µM; 330,000 tested, 0.28% active; AID 493012;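 active = inhibition of at least 40% at 20 µM, with no more than 30% in the related APOBEC3A deaminase screen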;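 also: plate controls were DMSO wells with A3G for no effect and wells lacking A3G enzyme for full effect; some compounds called inactive have numbers as strong as hits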
CXCR6 inh: blocks human CXCR6 beta-arrestin recruitment. O00574. CHO-K1 PathHunter CXCR6 beta-arrestin, luminescence. inhibition, % at 20 µM. 360,000 tested, 0.36% active. AID 602244; in the data active = inhibition above about 34%, passing the limit was not always enough;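 also: antagonist mode with CXCL16 agonist at 10 nM final; 0% = 10 nM CXCL16 with DMSO and 100% = unstimulated wells without agonist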
Target sequence (O00574 whole entry, looked up): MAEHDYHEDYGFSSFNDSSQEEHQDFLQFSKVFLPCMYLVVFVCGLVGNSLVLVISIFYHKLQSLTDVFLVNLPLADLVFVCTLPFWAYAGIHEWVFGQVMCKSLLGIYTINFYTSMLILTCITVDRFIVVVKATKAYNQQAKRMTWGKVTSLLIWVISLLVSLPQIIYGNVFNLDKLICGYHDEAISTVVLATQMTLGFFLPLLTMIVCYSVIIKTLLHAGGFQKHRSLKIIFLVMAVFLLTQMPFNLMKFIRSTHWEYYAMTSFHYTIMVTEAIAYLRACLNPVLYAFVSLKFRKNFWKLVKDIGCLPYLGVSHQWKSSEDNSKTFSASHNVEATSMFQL
CCR6 antagonist: CCR6 (human) receptor antagonism; 340,000 tested, 0.49% active; CHO-K1 CCR6 PathHunter beta-arrestin, luminescence, CCL20-stimulated; P51684; inhibition, % at 20 µM; AID 493098;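 active = compounds whose inhibition of the agonist-driven luminescence signal at 20 µM reaches about 50%, limit read from the data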;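 also: cells stimulated with CCL20 at 14 nM final; plate controls were DMSO with CCL20 for no effect and DMSO without agonist for full effect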
Gli-Sufu block: antagonists of Gli-Sufu signaling; inhibition, % at 5 µM; AID 588413; 340,000 tested, 0.74% active; Sufu-KO-LIGHT fibroblasts, Gli luciferase reporter luminescence;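 active = inhibition above about 55%, limit read from the data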;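 also: 0% = DMSO-treated cells and 100% = wells with medium but no cells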
A3A deaminase: blocks human APOBEC3A ssDNA deamination; P31941; recombinant A3A, FAM/TAMRA ssDNA deamination fluorescence; inhibition, % at 20 µM; 330,000 tested, 0.41% active;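 active = at least 40% inhibition at 20 µM here, with at most 30% in a related deaminase screen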;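 also: plate controls were A3A with DMSO for no effect and wells lacking A3A enzyme for full effect; some results filed as inactive read as strong as hits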
Target sequence (P31941 whole entry, looked up): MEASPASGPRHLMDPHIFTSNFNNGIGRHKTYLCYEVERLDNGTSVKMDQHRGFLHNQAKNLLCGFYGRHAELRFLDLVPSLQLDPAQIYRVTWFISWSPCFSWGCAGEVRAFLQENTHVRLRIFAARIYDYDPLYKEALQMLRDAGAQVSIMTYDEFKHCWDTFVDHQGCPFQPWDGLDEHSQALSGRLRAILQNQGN
NR3A LBD binder: modulates the human NR3A ligand-binding domain. 340,000 tested, 2.5% active. Tm shift relative to glycine control, % at 25 µM. NR3A LBD differential scanning fluorimetry, Tm shift; 0% = protein alone, 100% = glycine-bound protein;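 active = melting temperature shift of at least 10% of the positive control shift, at one fixed dose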
* marks the source's active call; other numbers are inactive results; . = not tested or not shown.

SMILES,EBI2 antag,CXCR6 inh,Gli-Sufu block,APOBEC3G inh,CCR6 antagonist,NR3A LBD binder,MPTP block,A3A deaminase
CCCC(C(=O)NC(C)(C)C)N(C(=O)c1snc(C(N)=O)c1N)c1ccc2c(c1)OCCO2 (centres undefined),-13,1,35,-2,9,1,-1.6,-1
O=C(N/N=C1\CCc2ccccc21)c1ccccc1Cl,-2,15,-55,-1,9,0,1.4,2
O=C(NCc1ccccn1)C1CCN(S(=O)(=O)c2cnc[nH]2)CC1,-4,0,2,-4,8,-1,-1.0,-1
CCc1ccc(-c2nc(CCl)cs2)cc1,-6,-5,-20,-6,-24,0,0.6,-3
COc1ccc(CNC(=O)CN(CC2CCCO2)C(=O)CNS(=O)(=O)c2ccccc2)cc1 (centres undefined),-4,9,-3,3,9,-4,1.6,3
CC(C)(C)C(=O)CC1(O)C(=O)N(Cc2ccc(Cl)cc2)c2ccccc21 (centres undefined),-5,4,0,-6,11,2,0.2,0
O=C(CCc1ccccc1)NNC(=O)CCc1ccccc1,-6,-4,0,-4,13,-1,0.3,1
COc1ccc(Cc2nc3c4c(ncn3n2)Oc2ccc3ccccc3c2C4c2ccc(OC)c(OC)c2)cc1 (centres undefined),-5,5,3,2,4,-1,0.9,2
COc1ccc(S(N)(=O)=O)cc1C(=O)OCCCOC(=O)c1cc(S(N)(=O)=O)ccc1OC,-14,-6,7,12,-10,2,0.1,1
O=C(CNc1ccc(Br)cc1)c1ccc(O)cc1,0,2,-15,-8,39,-4,0.9,-2
COc1ccc(CCNC(=O)Cn2cccc2C(=O)c2ccccc2)c(OC)c1,1,5,6,1,-3,-1,0.0,4
Cc1ccc(Cl)cc1NC(=O)CSC(N)=O,26,0,6,-4,18,1,-5.7,-3
O=C(CSc1nnc(NC(=O)c2ccc(F)cc2F)s1)NC1CC1,2,5,-40,-9,4,1,-0.7,-5
Cc1ccc2nc(C(Cl)(Cl)Cl)nc(N/N=C/c3ccncc3)c2c1,-2,-8,-10,-4,13,-6,-1.2,1
CCOC(=O)CN1C(=O)S/C(=C/c2ccc(OCc3ccc(C(=O)O)cc3)cc2)C1=O,-4,-1,-20,-6,12,-1,0.9,-6
C[C@@H]1CN([C@H](C)CO)C(=O)c2cc(NC(=O)Cc3ccccc3)ccc2O[C@H]1CN(C)Cc1ccc(Oc2ccccc2)cc1,16,4,-4,3,-1,1,-0.1,1
COc1ccc2cc(/C=C3\SC(=S)NC3=O)c(N3CCOCC3)nc2c1,-1,11,10,-8,29,-7,80*,-4
CN(C)CC(CCC(CN(C)C)C(O)(c1ccccc1)c1ccccc1)C(O)(c1ccccc1)c1ccccc1 (centres undefined),.,.,26,-7,18,-2,.,-2
COCCSc1nnc(-c2cccc(C#N)c2)n1C,3,6,-26,-5,4,-2,-1.0,-5
COc1ccc(NC(=O)C(c2ccccc2)N(C)C(=O)c2cnccn2)cc1 (centres undefined),1,-2,0,-5,-1,0,-1.3,-4

At a glance, part of the list above:
SMILES,EBI2 antag,CXCR6 inh,Gli-Sufu block,APOBEC3G inh,CCR6 antagonist,NR3A LBD binder,MPTP block,A3A deaminase
CCCC(C(=O)NC(C)(C)C)N(C(=O)c1snc(C(N)=O)c1N)c1ccc2c(c1)OCCO2 (centres undefined),-13,1,35,-2,9,1,-1.6,-1
O=C(N/N=C1\CCc2ccccc21)c1ccccc1Cl,-2,15,-55,-1,9,0,1.4,2

Following part
SMILES,EBI2 antag,CXCR6 inh,Gli-Sufu block,APOBEC3G inh,CCR6 antagonist,NR3A LBD binder,MPTP block,A3A deaminase
COc1cc2ncnc(NCc3cccc(F)c3F)c2cc1OC,10,-4,13,3,-14,1,0.0,3
Cc1cc(Cl)cc(C)c1OCCOCCNCc1ccccc1,11,-6,15,-5,9,0,3.3,-6
O=C(NCCC1=CCCCC1)NC12CC3CC(CC(C3)C1)C2,18,5,-71,-3,-8,-1,16,-1
O=C1C2CCCN2C(=S)N1Cc1ccccc1 (centres undefined),4,4,1,-1,-2,-1,0.8,1
CCn1c(CC(=O)Nc2ccc(C)cc2)nnc1SCC(=O)N1CCN(c2ccccc2)CC1,4,11,0,-4,6,3,-1.1,-1
CCc1ccc(N(C(C)=O)C2C=CS(=O)(=O)C2)cc1 (centres undefined),-13,4,-8,0,-7,-2,-1.8,2
C=CCC1=C/C(=C\c2c(N)n3nc(CC(=O)N4CCCC4)sc3nc2=O)C=C(OC)C1=O,-14,3,-20,0,7,-1,-2.1,-1
O=C1CC(C(F)(F)C(F)(F)C(F)(F)F)=Nc2ccccc2N1,-9,-6,0,-4,-7,3,-0.8,3
COc1cccc(-c2nnc(NC(=O)c3ccc(S(=O)(=O)N4CCOCC4)cc3)o2)c1,-1,8,2,-6,-4,-6,-1.4,-1
CCN(CC)c1nc2c(c(=O)n(C)c(=O)n2C)n1CC(=O)c1ccccc1,-13,4,-4,-4,7,0,2.4,-5
O=S1(=O)CCOC[C@H](c2ccccc2)N1Cc1ccccc1,6,-12,0,-11,16,-1,0.8,-6
Cc1cc(NS(=O)(=O)c2ccc(NC(=O)Nc3cccc(Cl)c3)cc2)no1,-4,-2,3,-8,-1,21*,11,-1
O=S(=O)(c1cccc2nonc12)N1CCCCCC1,0,2,-8,-6,0,-1,0.2,-3
CCC(Oc1ccccc1)C(=O)Nc1nnc(S(=O)(=O)N2CCCC2)s1 (centres undefined),-4,6,5,-4,3,-5,85*,-6
O=C(CCNC(=O)Cn1ccc2ccccc2c1=O)NCc1ccc(F)cc1Cl,-1,4,23,-18,-8,-1,-1.5,-1
Cc1oc(C(C)(C)C)cc1C(=O)Nc1cccc(/C=C/C(=O)O)c1,8,2,-5,-1,6,-1,-1.3,3
CCOc1ccc(NC(=O)CN(C)C(=O)c2ccc3c(c2)C(=O)N(CCC(C)C)C3=O)cc1OCC,-3,-2,-2,-1,11,-6,-0.5,5
Cc1ccc(CSCC(=O)N/N=C/c2ccc(OCC(=O)Nc3ccc(C)cc3)cc2)cc1,-8,-1,-17,-2,2,6,0.3,4
CC1(C)CC(=O)c2c(noc2-c2ccccc2)C1,-1,-1,75*,-5,0,1,-0.8,-3
CCN(C(=O)CSc1cccc[n+]1[O-])c1ccccc1,-4,-5,-6,3,-1,0,-0.5,8
O=C(CN1C(=O)c2ccccc2C1=O)NCCc1c[nH]c2ccc(Cl)cc12,20,-6,-6,-4,13,-5,0.6,-5
O=S(=O)(NCC(c1ccc2c(c1)OCO2)N1CCOCC1)c1ccc(Br)cc1 (centres undefined),2,4,11,-5,9,1,-2.4,-5
COc1ccccc1C(=O)Nc1nc2cc3c(cc2s1)OCO3,5,3,-92,1,7,0,3.0,-1
C/C(=N/NC(=O)c1ccc(C(C)(C)C)cc1)c1ccccn1,74*,77*,65*,10,94*,-4,1.9,4
CC(O)CNC(=S)Nc1ccccc1 (centres undefined),-3,4,.,-10,1,1,1.5,-2
CC(C)OCC(O)CN1CCNCC1 (centres undefined),9,-10,6,0,3,-2,-1.2,1
CCOc1ccc(C(C(=O)NC2CCCC2)N(C(=O)c2snc(C(N)=O)c2N)c2cccc(O)c2)cc1 (centres undefined),24,2,-13,0,11,-6,2.0,4
COc1ccccc1C(=O)NCCSCc1ccccc1Cl,5,13,-11,-7,11,-1,1.3,-5
CCCCC(c1nnnn1CC1CCCO1)N1CCN(Cc2ccccc2)CC1 (centres undefined),1,0,-5,-5,6,-1,-1.3,-2
CC(C)(C)NC(=O)C(c1cccs1)N(CC1CCCO1)C(=O)Cn1nnc(-c2cccs2)n1 (centres undefined),-2,6,8,-3,-3,-7,3.3,-4
CC(Oc1ccc2oc(-c3ccccc3)c(C(=O)O)c2c1)C(=O)O (centres undefined),-9,-1,-3,-4,11,2,-1.9,-3
Cc1cc(C)cc(NC(=O)CSc2nc3ccccc3nc2N2CCCCC2)c1,10,3,0,-5,11,-5,0.8,-4
Cc1cc(NC(=O)CN2C(=O)NC(C)(CC(C)C)C2=O)no1 (centres undefined),3,-2,5,-4,5,3,-3.0,0
CN(CC(=O)Nc1ccc(Cl)c(C(F)(F)F)c1)C(=O)c1ccc(N2CCOCC2)c([N+](=O)[O-])c1,-6,-1,11,-8,16,.,2.6,10
COCCNc1ccc(-c2nn(C)c(=O)c3ccccc23)cc1[N+](=O)[O-],-5,8,8,2,-1,2,1.5,0
Cc1ccc(NC(=O)COC(=O)CNC(=O)c2ccco2)cc1,-4,4,8,1,4,-3,-0.6,3
CCOC(=O)c1c(C)oc2c1cc(O)c1ccccc12,8,-20,5,2,-16,0,0.5,0
CCn1c(SCc2ccccc2Cl)nc2nc3c(cc2c1=O)CCCC3,57*,20,12,.,23,1,3.1,.
CC(=O)c1c(C)[nH]c(C(=O)COC(=O)COc2ccccc2F)c1C,-4,-1,-7,8,10,0,-1.4,-2
CC(C)Cc1ccc(-c2cc(=O)[nH][nH]2)cc1,-3,-6,-9,-1,9,1,-0.9,2
O=C(O)CSc1nc(-c2cccs2)cc(C(F)(F)F)n1,-4,1,5,-11,18,-1,-0.3,-4
C=CCN(C(=O)c1cccc(N2C(=O)C3CC=CC(C)C3C2=O)c1)c1ccccc1 (centres undefined),-5,-9,4,-12,5,-1,-1.5,-2
COC(=O)C1=C(C(=O)OC)[C@@H]2N(C)c3ccccc3[C@@]23C[C@@H](CO)N(C(=O)C2CCC2)C3=N1,-2,-2,-2,-9,11,1,1.7,-1
CCCC1CCC(=C(C#N)C(N)=O)CC1 (centres undefined),-10,-6,-9,-8,-3,-2,-0.2,-3
Cc1ccc(C(=O)Nc2cc3[nH]c(=O)oc3cc2C)cc1,-2,-8,0,-5,3,0,-0.9,1
CC(Cc1cccs1)NC(=O)Nc1ccc(Cl)cc1 (centres undefined),6,-4,-29,1,4,-7,19,2
O=C(CSc1nnc(CNC(=O)c2c(F)cccc2Cl)o1)Nc1ccccc1,-10,4,0,-8,4,0,-0.8,-9
CC(=O)CCn1c(=O)n(CCC(C)=O)c(=O)n(CCC(C)=O)c1=O,-13,0,9,1,-12,0,0.8,4
O=C(CNC(=O)c1cccs1)NC1=NCCS1,-2,6,3,1,4,-1,0.8,-1
CC(C)CN(C(=O)c1cccc(Cl)c1)c1c(N)n(CC(C)C)c(=O)[nH]c1=O,-2,0,-26,-3,-6,-2,-0.6,7
CC1(NC(=S)Nc2ccccc2)CCS(=O)(=O)C1 (centres undefined),-14,-7,3,-7,-6,1,1.0,-3
Cc1cc(Br)ccc1NC(=O)CCN1C(=O)c2ccncc2C1=O,0,0,-4,2,-1,-1,0.1,1
COc1ccc(CCN(C)CCCN2CC(c3ccccc3)CC2=O)cc1OC (centres undefined),-2,-7,18,-3,-2,-1,0.2,0
Cc1cccc(N2CCN(C3=NC(=O)C(Cc4ccccc4)S3)CC2)c1 (centres undefined),10,-6,4,-6,10,-4,-0.2,-5
CCCCCNCc1ccc(OCc2ccc(Cl)nc2)c(OC)c1,-7,-12,6,-1,1,-1,0.0,3
CCCC(=O)N(c1ccc(C(=O)O)cc1)c1nc(-c2ccccc2)c(C)s1,0,-9,0,-5,-1,1,-1.2,-2
Cc1cc(C)cc(NC(=S)NCC2CCCO2)c1 (centres undefined),-4,-5,10,-6,2,-2,-1.1,-5
Cc1ccc(N2N=C(C(=O)O)CCC2=O)cc1Cl,-9,5,1,-4,11,-1,-0.3,-1
O=C(NCCO)c1c(O)c2cccc3c2n(c1=O)CC3,4,2,-5,23,15,-2,-6.5,1
Clc1ccc(Cn2c(-c3cccnc3Cl)nc3ccccc32)cc1,13,5,-1,-6,-1,-2,-1.3,-3

Source: PubChem BioAssay
